CCT chaperon mod: modulators of cytosolic chaperonin (CCT/TRiC) activity; 360,000 tested, 0.3% active; activity change, % (concentration not given with the values), hits read low; purified chaperonin ATPase assay, HTRF ADP detection, 30 min; AID 651819; in the data active = activity change below about -30%; also: % is scaled to controls: 0 for no effect and ±100 for the full control effect
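First, chaperonin was dispensed at 40 nM or 20 nM final depending on batch activity. Next, compounds were pinned at 76 uM and ATP added at 10 uM. After 30 min at 37 °C, ADP detection reagents ran 30 min at ambient temperature.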
EPAC2 antag: antagonists of human EPAC2; Potency, µM (doses to about 114 µM), for inactives: at the highest dose activity, negative = inhibition, hits mostly inhibitors; Q8WZA2; EPAC2 GEF exchange of Rap1B-BODIPY-GDP, fluorescence; 360,000 tested, 0.18% active; also: potency is read from the fitted curve at half-maximal effect; % is scaled to controls: 0 for no effect and ±100 for the full control effect; nearly all actives have a fitted effect of over 45% in size; many of its hits are not listed in these tables
Target sequence (Q8WZA2 whole entry, looked up): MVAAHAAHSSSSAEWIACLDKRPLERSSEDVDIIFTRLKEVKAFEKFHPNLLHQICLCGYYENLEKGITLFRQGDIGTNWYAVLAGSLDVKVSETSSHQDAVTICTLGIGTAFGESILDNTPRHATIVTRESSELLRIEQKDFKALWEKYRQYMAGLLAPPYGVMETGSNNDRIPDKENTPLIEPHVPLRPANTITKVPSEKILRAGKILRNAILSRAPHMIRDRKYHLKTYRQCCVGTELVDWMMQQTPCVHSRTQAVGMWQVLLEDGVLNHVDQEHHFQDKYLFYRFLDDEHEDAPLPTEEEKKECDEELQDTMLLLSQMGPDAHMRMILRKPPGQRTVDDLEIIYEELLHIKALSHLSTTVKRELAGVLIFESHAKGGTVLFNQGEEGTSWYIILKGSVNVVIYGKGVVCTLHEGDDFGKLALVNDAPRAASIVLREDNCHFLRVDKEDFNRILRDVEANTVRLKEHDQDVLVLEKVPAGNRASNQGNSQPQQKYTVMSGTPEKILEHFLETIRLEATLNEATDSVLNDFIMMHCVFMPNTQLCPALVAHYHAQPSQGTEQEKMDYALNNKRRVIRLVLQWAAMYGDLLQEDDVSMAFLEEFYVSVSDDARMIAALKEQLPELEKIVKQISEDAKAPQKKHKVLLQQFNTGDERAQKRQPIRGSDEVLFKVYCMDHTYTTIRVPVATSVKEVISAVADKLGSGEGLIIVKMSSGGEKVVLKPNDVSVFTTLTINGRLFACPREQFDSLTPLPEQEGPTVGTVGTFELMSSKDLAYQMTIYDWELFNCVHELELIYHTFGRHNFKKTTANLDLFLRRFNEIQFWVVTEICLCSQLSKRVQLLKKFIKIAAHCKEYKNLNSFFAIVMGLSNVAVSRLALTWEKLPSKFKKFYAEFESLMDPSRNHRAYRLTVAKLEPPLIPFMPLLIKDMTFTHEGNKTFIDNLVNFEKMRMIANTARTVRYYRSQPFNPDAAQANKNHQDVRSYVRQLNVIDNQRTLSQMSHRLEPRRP
Akt phos inh: inhibitors of Akt phosphorylation; AID 651550; Neuro2A IGF-stimulated pAkt S473 HTRF, 20 min; stronger effect = lower value; 360,000 tested, 0.32% active; activity change, % for hits at 50 µM; in the data active = activity change below about -80%; inconclusive = mostly about -51% to -80%; also: % is scaled to controls: 0 for no effect and ±100 for the full control effect
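Neuro2A cells (4,500/well, DMEM with 0.5% FBS) were treated with compound at a single 50 µM final concentration, stimulated with 6 nM IGF for 20 min at 37 °C, and lysed. Phospho-Akt Ser473 was read by HTRF as 665/615 ratio ×10^4.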
Mm-Cpn inhibitor: blocks the Methanococcus maripaludis chaperonin Mm-Cpn; purified Mm-Cpn ATPase, ADP Transcreener TR-FRET; 330,000 tested, 0.031% active; AID 504842; Potency, µM (series often up to 76.9 µM), without a hit: top-dose activity, negative = inhibition, most hits filed as inhibitors; also: potency is read from the fitted curve at half-maximal effect; % is scaled to controls: 0 for no effect and ±100 for the full control effect; nearly all actives have a fitted effect of over 80% in size
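Compound-treated chaperonin, 25 nM final, turns over 10 uM ATP at 37°C for 30 min following a 10 min preincubation; ADP generated competes with ADP-d2 for Eu-cryptate antibody, lowering FRET.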
EPAC2 ag: agonists of human EPAC2 (RAPGEF4); Q8WZA2; 360,000 tested, 0.079% active; EPAC2 activation, biochemical qHTS; response scale: 100% = 6.5 mM cAMP response; Potency, µM (highest dose often 154 µM), for inactives: top-dose activation, actives largely listed as activators; AID 720711; also: potency is read from the fitted curve at half-maximal effect; nearly all actives have a fitted effect of over 50% in size
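Fluorescence exchange assay: 100 nM EPAC2 with 250 nM RAP1B-BODIPY-GDP and 50 uM GDP; compounds tested as a concentration-titration series (qHTS). Loss of Rap1-bound BODIPY-GDP fluorescence read at 480/540 nm; data normalized to 6.5 mM cAMP.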
Nrf2 block: Nrf2 pathway inhibition. A549 ARE-Fluc reporter, luciferase luminescence, 18-24 h. Potency, µM (titrated, usually from 46 µM), inactives show at the highest dose activity change, negative = inhibition, most hits filed as inhibitors. 360,000 tested, 2.1% active; also: potency is read from the fitted curve at half-maximal effect; % is scaled to controls: 0 for no effect and ±100 for the full control effect; nearly all actives have a fitted effect of over 60% in size
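Concentration-response testing used A549 ARE_Fluc cells at 5000 cells/well. Following an 18-24 h compound incubation, viability was read by fluorescence (Ex 405/Em 525) and luciferase output by luminescence.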
Nrf2 activator: activates Nrf2 signaling; AID 624171; AREc32 ARE-luciferase reporter (MCF7-derived line), luminescence, 24 h; 410,000 tested, 0.31% active; Potency, µM (titrated, usually from 46.1 µM), for the others: at the top dose activation, hits mostly activators; also: potency is read from the fitted curve at half-maximal effect; % of control where 0% means no effect; nearly all actives have a fitted effect of over 65% in size
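Steps: seed AREc32_Fluc cells (1000/well, 5% FBS OPTI-MEM); incubate overnight at 37 deg C; add 23 nL compound; incubate 24 hr; add Steady-Glo; hold 30 min RT; read luminescence.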
A549 tox: counter-screen for Nrf2 inhibitors: cytotoxicity in A549 cells; A549 ARE-Fluc cells, CellTiter-Fluor viability, 18-24 h; Potency, µM (series often up to 46 µM), inactives show top-dose activity change, negative = cytotoxicity, most hits filed as inhibitors; 390,000 tested, 0.16% active; AID 504648; also: potency is read from the fitted curve at half-maximal effect; % is scaled to controls: 0 for no effect and ±100 for the full control effect
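A549 ARE_Fluc cells in 5% FBS OPTI-MEM were exposed to compounds in concentration-response for 18-24 h at 37 deg C. Viability was read by CellTiter-Fluor fluorescence (Ex 405/Em 525) after 30 min, before the luciferase read.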
TGFb inhibitor: TGF-b pathway inhibition; 410,000 tested, 1.2% active; Potency, µM (titrated, usually from 46.1 µM), for inactives: at the highest dose activity, negative = inhibition, actives largely listed as inhibitors; HepG2 CAGA-GFP TGF-b/SMAD3 reporter, GFP fluorescence, 18 h; TGF-beta stimulated, 500 pg/mL final; also: potency is read from the fitted curve at half-maximal effect; % is scaled to controls: 0 for no effect and ±100 for the full control effect; nearly all actives have a fitted effect of over 65% in size
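Smad-responsive CAGA-GFP expression was quantified in HEPG2 cells exposed to compounds and 500 pg/mL final TGF-beta for 18 h at 37 degrees C; unstimulated wells defined full inhibition.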
Active calls of the source: *; i = inactive; ? = inconclusive; nt = not tested or not shown; & = joins results of further samples; [ ] = another dose, or the depositor's remark. Unless noted, calls follow the shape of the dose curve; as a rule, active = well fitted curve in the direction sought with a large enough effect; inconclusive = small, poorly fitted or top-dose-only effect, or another doubt; inactive = no such curve, though single readings can be large; an effect the other way counts as inactive or inconclusive. Only part of the results is shown; the hit share may differ from the screen's.

SMILES	CCT chaperon mod	EPAC2 antag	Akt phos inh	Mm-Cpn inhibitor	EPAC2 ag	Nrf2 block	Nrf2 activator	A549 tox	TGFb inhibitor
COc1ccccc1C(C)NC(=O)CN(C)CC(=O)Nc1c(C)cccc1C (configuration not stated)	-3.2	-7%	i	-3%	2%	2%	-0.4%	5%	-3%
N=C1/C(=C/c2cccn2-c2ccc([N+](=O)[O-])cc2)C(=O)N=C2SC=CN12	-2.2	12%	i	0%	-3%	0%	0.8%	-8%	3%
Cc1ccc(-c2nnc(Nc3cccc(O)c3)c3ccccc23)cc1S(=O)(=O)NCCO	0.2	4%	i	1%	5%	0%	0.4%	4%	2%
O=c1[nH]c(NCCO)nc2c1C1(CCCCC1)Cc1ccccc1-2	0.8	-13%	i	1%	-11%	nt	-1.0%	-2%	-8%
O=C(OCc1cc(=O)n2nc(C3CC3)sc2n1)c1ccccc1Cl	nt	nt	nt	nt	nt	?	3.9%	-2%	?
COc1ccc(-c2cc(C(=O)N3CCCC(C(F)(F)F)C3)c3ccccc3n2)cc1 (configuration not stated)	-0.4	-21%	i	-3%	1%	-13%	3.8%	-4%	5%
Cc1nc(-c2cccs2)sc1C(=O)NN	-2.2	7%	i	-3%	4%	3%	-0.6%	-3%	-4%
Cc1cccc(N(C)C(=O)Cc2c(C(=O)O)[nH]c3ccccc23)c1	nt	nt	nt	nt	nt	1%[9.27 µM]	0.1%	-18%	-13%
O=S1(=O)CC(N2CC=CC2)CN1Cc1cn(Cc2ccc(Cl)cc2)nn1 (configuration not stated)	-4.1	5%	i	nt	4%	nt	0.3%	nt	nt
COc1ccc(-c2nc3c(n2O)CCc2c-3no[n+]2[O-])cc1	-2.0	2%	i	1%	0%	?	3.2%	-1%	-7%
COc1cc(C2C3=C(CC(C)(C)CC3=O)OC(N)=C2[N+](=O)[O-])ccc1O (configuration not stated)	-1.3	0%	i	1%	7%	-22%	?	-1%	-8%
CCCOc1cccc(CN2CCCCC2c2cccnc2)c1 (configuration not stated)	-2.9	-2%	i	-1%	0%	-13%	3.3%	-9%	?
Cc1ccc(CC(=O)Nc2c(C(=O)N3CCN(c4ccccc4F)CC3)oc3ccccc23)cc1	nt	nt	nt	nt	nt	?	0.5%	1%	?
CCc1ccccc1N(CC(=O)NC(C)C)C(=O)CCC(=O)Nc1nccs1	0.4	-7%	i	0%	5%	-7%	-0.2%	-1%	1%
COc1ccc(C(=O)Oc2cc(C)[nH]c(=O)c2[N+](=O)[O-])c(OC)c1	-3.4	1%	i	-2%	13%	-9%	-0.8%	-3%	-4%

The last 2 records of the section above open the next one.
SMILES	CCT chaperon mod	EPAC2 antag	Akt phos inh	Mm-Cpn inhibitor	EPAC2 ag	Nrf2 block	Nrf2 activator	A549 tox	TGFb inhibitor
CCc1ccccc1N(CC(=O)NC(C)C)C(=O)CCC(=O)Nc1nccs1	0.4	-7%	i	0%	5%	-7%	-0.2%	-1%	1%
COc1ccc(C(=O)Oc2cc(C)[nH]c(=O)c2[N+](=O)[O-])c(OC)c1	-3.4	1%	i	-2%	13%	-9%	-0.8%	-3%	-4%
Cc1cc(C)c(S(=O)(=O)N2CCN(C(=O)C3CCCO3)CC2)c(C)c1 (configuration not stated)	1.0	6%	i	3%	10%	-3%	-0.9%	18%	-21%
Cc1ccc(OCC(=O)OCC(=O)NC2CCS(=O)(=O)C2)cc1C (configuration not stated)	1.6	-1%	i	nt	9%	nt	-0.2%	nt	-3%
Cc1ccc(Cn2ccnc2SCC(=O)NC2CCCC2)cc1	-1.9	2%	i	1%	0%	-9%	-0.1%&-0.5%	-1%&9%	-23%&-30%
Cc1cccc(N2CCN(C(=O)/C=C/c3cccs3)CC2C)c1 (configuration not stated)	1.0	-8%	i	-5%	11%	?	0.1%	-4%	-11%
C=CCN(Cc1ccc(OC)c(OC)c1)C(=O)c1cc2cc(F)ccc2[nH]1	2.3	1%	i	-3%	-4%	23µM*	3.8%	?	?
CN1C(C(=O)NCc2ccc(OC(F)(F)F)cc2)CC2Cn3c(nc4cc(Cl)c(Cl)cc43)C21 (configuration not stated)	1.2	9%	i	1%	16%	?	6.1%	-16%	-3%
O=C(/C=C/c1cccs1)Nc1ccc(N2CCOCC2)c(S(=O)(=O)Nc2ccccc2Cl)c1	-0.9	2%	i	-8%	6%	-5%	8.0%	0%	?
CC(=O)SC(C[N+](=O)[O-])c1cn(C(C)=O)c2ccccc12 (configuration not stated)	1.0	-5%	i	0%	0%	19%	18%	-17%	?
Clc1ncccc1-c1nnn(-c2ccccc2)n1	0.7	-26%	i	nt	15%	?	28%	0%	-9%
CCC(=O)Nc1ccc2c(c1)nc1n2CCN(CCOC)C1	-1.3	4%	i	-1%	0%	7%	-1.1%	-2%	7%
CC(C)OCCCNc1ncnc2sc3c(c12)CCCC3	nt	nt	nt	nt	nt	?	3.3%	-6%	?
CSc1nnc(C)c(=O)n1COC(=O)c1cc(Cl)ccc1[N+](=O)[O-]	0.6	2%	i	2%	2%	5%	-0.5%	1%	-10%
CCCC(=O)Nc1sc2c(c1C(=O)OCC)CC(C)(C)OC2	-0.8	0%	i	0%	-5%	1%	-0.6%	-2%	-13%
CC(C)Oc1ccc(CNC(=O)c2ccc(NC(=O)N3CC(C)Sc4ccccc43)cc2)cc1 (configuration not stated)	nt	nt	nt	nt	nt	-27%	0.9%	7%	-21%
N#C/C(=N\Nc1ccccc1[N+](=O)[O-])C(=N)N1CCCCC1	0.8	0%	i	-3%	2%	?	-0.5%	-23%	-1%

Whole records from above. Order of values: CCT chaperon mod, EPAC2 antag, Akt phos inh, Mm-Cpn inhibitor, EPAC2 ag, Nrf2 block, Nrf2 activator, A549 tox, TGFb inhibitor
CCCC(=O)Nc1sc2c(c1C(=O)OCC)CC(C)(C)OC2 reads -0.8, 0%, i, 0%, -5%, 1%, -0.6%, -2%, -13%
CC(=O)SC(C[N+](=O)[O-])c1cn(C(C)=O)c2ccccc12 (configuration not stated) reads 1.0, -5%, i, 0%, 0%, 19%, 18%, -17%, ?
Cc1ccc(OCC(=O)OCC(=O)NC2CCS(=O)(=O)C2)cc1C (configuration not stated) reads 1.6, -1%, i, nt, 9%, nt, -0.2%, nt, -3%
O=C(/C=C/c1cccs1)Nc1ccc(N2CCOCC2)c(S(=O)(=O)Nc2ccccc2Cl)c1 reads -0.9, 2%, i, -8%, 6%, -5%, 8.0%, 0%, ?
CC(C)OCCCNc1ncnc2sc3c(c12)CCCC3 reads nt, nt, nt, nt, nt, ?, 3.3%, -6%, ?

The listing continues:
SMILES	CCT chaperon mod	EPAC2 antag	Akt phos inh	Mm-Cpn inhibitor	EPAC2 ag	Nrf2 block	Nrf2 activator	A549 tox	TGFb inhibitor
Cc1cc(S(=O)(=O)N2CCCCC2CCNC(=O)C(=O)NC2CC2)ccc1F (configuration not stated)	3.2	2%	i	1%	-6%	6%	2.8%	-1%	3%
CN(Cc1ccc(F)cc1)Cc1nc(CCc2ccccc2)no1	-1.0	-12%	i	-2%	3%	-5%	0.3%	5%	6%
CCc1nc2ccc(C(=O)Nc3ccc(OC)c(OC)c3)cn2c1N(C)Cc1ccc(N(C)C)cc1	0.7	-12%	i	nt	6%	nt	5.2%	nt	16%
CCCn1c(N)c(N(CCOC)C(=O)c2cccc(F)c2)c(=O)[nH]c1=O	-1.4	7%	i	1%	5%	-2%	1.8%	15%	1%
O=C(NCCOC(=O)c1c(F)cccc1Cl)c1c(F)cccc1Cl	1.1	3%	i	1%	9%	-7%	-0.7%	6%	9%
Cc1cc(/C=N/N2CCN(C)CC2)c(C)n1-c1ccccc1F	-1.0	2%	i	-1%	3%	6%	4.3%	1%	2%
Cc1cc(C)c2nc(N(CCN(C)C)C(=O)c3ccc(S(=O)(=O)N(C)CC4CCCO4)cc3)sc2c1 (configuration not stated)	-1.2	-12%	i	-1%	9%	3%	-0.2%	6%	1%
CC1(C)C(C=C(Cl)Cl)C1C(=O)NC(O)C(=O)c1ccccc1 (configuration not stated)	-0.5	-6%	i	0%	-3%	-8%	-0.5%	-5%	-13%
Nc1nc2c(ncn2[C@@H]2O[C@H](CNCC3=Cc4cc(O)ccc4OC3)[C@@H](O)[C@H]2O)c(=O)[nH]1	-3.4	3%	i	nt	7%	nt	0.5%	nt	?
CCn1cc2nc(SCC(=O)Nc3ccc(OC)c(OC)c3)n(Cc3ccc(Cl)cc3)c(=O)c2n1	nt	nt	nt	nt	nt	?	0.7%	-24%	-2%
Cc1cccc(Cn2c(SCc3ccc(C(=O)NC4CCCCC4)cc3)nc3ccncc32)c1	nt	nt	nt	nt	nt	9%	-0.2%	4%	-9%
C(=C\c1ccccc1)/CN1CCN(c2ncnc3c2oc2ccccc23)CC1	-0.3	-1%	nt	-3%	5%	nt	2.9%	-17%	?
CCS(=O)(=O)c1ccc(-c2cccc(NC(=O)c3ccc(Br)o3)c2)nn1	2.6	32%[activator]	i	-2%	1%	2%	8.5%	5%	-2%
O/N=C\c1ccc2noc(-c3ccc(Cl)cc3)c2c1	-1.0	-4%	i	1%	5%	6%	0.3%	2%	-19%
CCCCn1c(SCC(=O)NNC(=O)c2ccccc2)n[nH]c1=O	-1.0	-7%	i	0%	7%	0%	-1.2%	-8%	17%
COc1ccc2cc(C3CC(c4cccs4)=NN3C(C)=O)c(Cl)nc2c1 (configuration not stated)	-0.7	12%	i	-1%	-4%	1%	-0.3%	0%	4%
Cc1cc(C)cc(NC(=O)C2CCCCN2S(=O)(=O)c2ccccc2)c1 (configuration not stated)	1.6	-3%	i	nt	9%	nt	2.6%	nt	-5%
COc1cc(CNCCO)ccc1OCCc1ccccc1	-3.5	27%	i	0%	7%	?	4.3%	-17%	1%
